High-throughput results from PubChem BioAssay.
Pol eta inh: DNA polymerase eta (human) inhibition. Q9Y253. 390,000 tested, 1.2% active. recombinant Pol eta, fluorescent DNA replication assay. Potency, µM (titrated, usually from 114 µM), for the others: at the top dose activity change, negative = inhibition, most hits filed as inhibitors; note: potency is the fitted concentration of half-maximal effect; % is set by controls: 0 for no effect and ±100 for the full control effect
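Pol eta (10 nM) was preincubated with compounds for 15 min at room temperature, after which fluorescent replication substrate (50 nM final) was added to start the reaction. Fluorescence was read kinetically at 0 and 10 min.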
GRP78 ERSR act: inducers of ER stress response in human glioma cells; U87-MG GRP78 promoter luciferase reporter, 16 h; AID 602332; 420,000 tested, 0.02% active; Potency, µM, without a hit: at the top dose activation, hits mostly activators; note: potency is the fitted concentration of half-maximal effect; series mostly up to about 76 µM; % of control where 0% means no effect; nearly all actives have a fitted effect of over 35% in size
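Stably transfected U87-MG glioma cells carrying a GRP78-based luciferase sensor; 16 h compound incubation. Luminescence end-point read 10 min after Bright-Glo addition at room temperature.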
POLK inh: inhibitors of human DNA polymerase kappa. Potency, µM (series often up to 107 µM), without a hit: at the top dose activity, negative = inhibition, most hits filed as inhibitors. 400,000 tested, 0.53% active. purified Pol kappa, fluorescent DNA synthesis assay, 10 min. Q9UBT6. AID 588579; note: potency is the fitted concentration of half-maximal effect; % is set by controls: 0 for no effect and ±100 for the full control effect
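Pol kappa 10 nM + cpd, 15 min RT; start w/ substrate 50 nM final; fluorescence kinetic read, 0 and 10 min. Neg ctrl: buffer, no enzyme.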
Pol beta inh: DNA polymerase beta (human) inhibition; Potency, µM (series often up to 114 µM), for inactives: top-dose activity change, negative = inhibition, hits mostly inhibitors; P06746; Pol beta primer extension/strand displacement, fluorescence kinetic; 340,000 tested, 1.3% active; note: potency is the fitted concentration of half-maximal effect; % is set by controls: 0 for no effect and ±100 for the full control effect
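Curves were derived by four-parameter Hill fits of normalized qHTS data. The kinetic fluorescent primer-extension read was taken at 0 and 10 min after 50 nM substrate, following a 15 min room-temperature preincubation of 10 nM enzyme with compounds.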
Apoferritin bind: binds horse apoferritin like a general anesthetic | apoferritin/1-aminoanthracene competitive binding, fluorescence | Potency, µM (top dose mostly 77.5 µM), for inactives: at the top dose activity change, negative = displacement, hits mostly inhibitors | 350,000 tested, 0.074% active; note: potency is the fitted concentration of half-maximal effect; % is set by controls: 0 for no effect and ±100 for the full control effect; nearly all actives have a fitted effect of over 20% in size
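Apoferritin-based anesthetic binding model; compound displacement of fluorescent 1-AMA measured as endpoint fluorescence after 10 minutes at room temperature, scaled to free-ligand and complex controls.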
APEX1 inh: inhibitors of human APE1 endonuclease. P27695. recombinant APE1, TAMRA/BHQ-2 abasic DNA cleavage fluorescence. Potency, µM (titrated, usually from 65.8 µM), without a hit: at the top dose activity change, negative = inhibition, usual class: inhibitors. 350,000 tested, 0.35% active. AID 2517;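 note: potency is the fitted concentration of half-maximal effect; plate controls were vehicle for no effect and reference inhibitor for full effect; nearly all actives have a fitted effect of over 55% in size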
Target sequence (P27695 whole entry, looked up): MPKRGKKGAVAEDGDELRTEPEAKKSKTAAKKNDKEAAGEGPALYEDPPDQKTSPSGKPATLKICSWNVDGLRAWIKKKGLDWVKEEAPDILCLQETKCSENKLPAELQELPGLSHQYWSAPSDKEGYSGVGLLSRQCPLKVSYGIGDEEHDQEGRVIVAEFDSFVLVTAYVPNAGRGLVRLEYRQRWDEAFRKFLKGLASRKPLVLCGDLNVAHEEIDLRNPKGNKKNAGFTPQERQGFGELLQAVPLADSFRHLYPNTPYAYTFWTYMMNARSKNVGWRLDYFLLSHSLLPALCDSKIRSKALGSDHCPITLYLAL
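0.75 nM APE1 + cpd, 15 min RT; start w/ 50 nM TAMRA/BHQ-2 THF-abasic dsDNA; kinetic fluor 525/598 nm ×3 reads @60 s; Δ(read3−read1); normalized to DMSO and NSC13755 control wells.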
Pol iota inh: DNA polymerase iota (human) inhibition. Q9UNA4. Pol iota fluorescent replication assay, 10 min. Potency, µM (doses to about 115 µM), without a hit: top-dose activity, negative = inhibition, actives largely listed as inhibitors. 390,000 tested, 1% active. AID 588590; note: potency is the fitted concentration of half-maximal effect
Target sequence (Q9UNA4 whole entry, looked up): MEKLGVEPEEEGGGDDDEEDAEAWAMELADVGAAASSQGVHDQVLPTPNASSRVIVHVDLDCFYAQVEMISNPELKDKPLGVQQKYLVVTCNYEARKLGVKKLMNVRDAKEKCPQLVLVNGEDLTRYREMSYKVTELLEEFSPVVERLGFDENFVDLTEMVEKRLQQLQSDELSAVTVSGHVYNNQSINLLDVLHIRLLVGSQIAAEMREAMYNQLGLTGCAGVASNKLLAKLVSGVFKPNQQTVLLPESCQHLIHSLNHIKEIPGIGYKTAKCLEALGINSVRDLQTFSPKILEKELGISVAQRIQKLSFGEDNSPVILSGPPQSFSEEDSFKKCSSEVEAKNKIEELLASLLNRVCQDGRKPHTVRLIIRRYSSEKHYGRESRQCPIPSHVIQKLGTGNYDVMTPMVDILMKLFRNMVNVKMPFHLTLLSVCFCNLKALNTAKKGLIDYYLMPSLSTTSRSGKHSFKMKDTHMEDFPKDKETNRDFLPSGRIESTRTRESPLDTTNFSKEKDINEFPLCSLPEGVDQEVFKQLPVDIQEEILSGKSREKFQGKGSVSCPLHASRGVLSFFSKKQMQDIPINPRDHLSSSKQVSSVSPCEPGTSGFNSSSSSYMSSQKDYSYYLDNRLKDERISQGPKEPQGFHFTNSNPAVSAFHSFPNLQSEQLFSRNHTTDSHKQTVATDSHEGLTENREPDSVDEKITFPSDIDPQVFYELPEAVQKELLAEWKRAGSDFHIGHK
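Pol iota at 10 nM preincubated 15 min with compounds at room temperature; reaction started with fluorescent substrate, 50 nM final. Fluorescence read kinetically at 0 and 10 min; buffer-only wells as negative control.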
LDHA block: inhibitors of human lactate dehydrogenase A; purified LDHA, NADH/diaphorase-resazurin fluorescence; active compounds read low; activity change, % (values are at about 110 or 230 µM); 480,000 tested, 0.15% active; in the data active = activity change below about -30%; inconclusive = mostly about -25% to -30%;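 note: plate controls were DMSO wells for no effect and wells without enzyme for full effect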
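Human LDH5 at 2 nM final in Tris HCl pH 7.4 with 0.06 mM NADH and 0.2 mM pyruvate, reacted 5 minutes at room temperature. Remaining NADH coupled via diaphorase/resazurin; resorufin fluorescence read at 0 and 20 minutes, normalized to enzyme-free and DMSO wells.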
BLM helicase inh: blocks DNA unwinding by human BLM helicase; recombinant BLM DNA unwinding, fluorescence dequenching; Potency, µM (doses to about 56.1 µM), inactives show at the highest dose activity change, negative = inhibition, most hits filed as inhibitors; 350,000 tested, 0.2% active; P54132;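 note: potency is the fitted concentration of half-maximal effect; plate controls were vehicle for no effect and no enzyme for full effect; nearly all actives have a fitted effect of over 35% in size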
* marks the source's active call; other numbers are inactive results; ? = inconclusive; · = no result given; & = joins results of further samples; [ ] = remark or other dose. Unless noted, calls come from the whole dose curve; as a rule, active = well fitted curve in the direction sought with a large enough effect; inconclusive = small, poorly fitted or top-dose-only effect, or another doubt; inactive = no such curve, though single readings can be large; an effect the other way counts as inactive or inconclusive. A portion of the library (hit frequency here may not be typical).

SMILES	Pol eta inh	GRP78 ERSR act	POLK inh	Pol beta inh	Apoferritin bind	APEX1 inh	Pol iota inh	LDHA block	BLM helicase inh
O=C(NC(=S)Nc1cccnc1)c1cccs1	-10%	-2%	-5%	-8%	-3%	-1%	62%[activator]	-1	3%
Cc1sc2nc3ccc(N4CCCCC4)nn3c(=O)c2c1C	?	5%	-16%	13%	-5%	0%	13%	5	-1%
CSc1cccc(NC(=S)N2CCC(N(C)C3CCCC3)CC2)c1	-18%	?	6%	4%	-6%	9%	41%[activator]	-5	0%
O=C(COC(=O)CN1C(=O)NC2(CCCCC2)C1=O)Nc1cc(F)ccc1F	-7%	-2%	-27%	·	·	1%	-8%	-3	·
Fc1ccc(CSc2ccc3nnc(-c4cccnc4)n3n2)cc1	-11%	-4%	5%	15%	-14%	21%	97%[activator]	-3	-8%
CCN(CC)S(=O)(=O)c1ccc(C(=O)NNC2=NS(=O)(=O)c3ccccc32)cc1	-8%	-1%	15%	26%	7%	-7%	-27%	2	1%
Cc1nc2ccccc2n1C(=O)N(C)C	-2%	2%	-8%	27%	-4%	0%	64%[activator]	-11	-6%
O=C(N/C(=C\c1ccccc1)C(=O)N1CCOCC1)c1ccco1	1%	0%	2%	0%	6%	87%	72%[activator]	-8	-1%
COc1ccccc1C/C(N)=N/OC(=O)COc1cccc2ccccc12	-14%	-2%	-6%	0%	63%[activator]	-2%	23%	4	-3%
CCOC(=O)c1cccc(NC(=O)CC2C(=O)N(c3ccc(OC)cc3)C(=O)N2C2CCCC2)c1 (stereo unspecified)	-4%	2%	-22%	3%	51%[activator]	·	34%[activator]	2	-5%
COc1ccc(C(=O)NNC(=O)CCC(=O)NNC(=O)c2ccc(OC)cc2)cc1	-10%	-3%	9%	1%	-11%	13%	40%[activator]	2	-2%
C/C(CC(=O)Nc1ccc(OCc2ccccc2)cc1)=N\NC(=O)C(=O)Nc1ccc(C)c(Cl)c1	2%	7%	-16%	-1%	?	-4%	13%	-2	-3%
Cc1cc(NC(=O)CCC(=O)N(CC(=O)NCC2CCCO2)c2ccc(F)c(Cl)c2)no1 (stereo unspecified)	-4%	-6%	-16%	48%	-2%	3%	14%	-17	5%
CN(C)CC/C=C1/c2cc(F)ccc2CSc2ccc(F)cc21	-9%	-3%	1%	38%	-12%	3%	20%	-1	1%
O=C(Cc1ccccc1)Nc1ncnc2c1C(c1ccccc1)c1c(ccc3ccccc13)O2 (stereo unspecified)	-18%	-4%	0%	·	·	-10%	-5%	-4&-2	·
COC(=O)C1=C(C)N(C)C(=O)NC1c1ccccc1 (stereo unspecified)	-10%	-5%	-3%	39%	4%	-1%	2%	-9	1%
CCOC(=O)c1c(C)[nH]c(C(=O)N2CCc3cc(OC)c(OC)cc3C2)c1C	-5%	-6%	-12%	·	·	24%	4%	-3	·
COc1ccccc1C1=CC(=O)CC(C)(C)C1=O	-12%	-2%	11%	·	·	53%[activator]	36%	4	·
O=C(NCC1CCCO1)C(=O)N/N=C/c1ccccc1C(=O)O (stereo unspecified)	11%	-2%	-11%	16%	-12%	0%	42%[activator]	-11	-5%
C=C1[C@@H](OC(C)=O)CC[C@]2(C)[C@@H]1C[C@@H]1C[C@H](OC(C)=O)C(C)=C([C@@H](OC(C)=O)[C@@H]2OC(C)=O)C1(C)C	-19%	6%	-30%	-10%	?	-1%	15%	2	-7%
CN(C)S(=O)(=O)c1cccc(C(=O)NCC(C)(C)CNC(=O)c2cccc(S(=O)(=O)N(C)C)c2)c1	-10%	-4%	-6%	7%	-13%	3%	24%	3	1%
CCn1c(CNC(=O)COc2c(C)cccc2C)nnc1SCC(=O)Nc1nccs1	-17%	10%	-2%	22%	-4%	0%	0%	-1	3%
CCN(CCn1cccn1)Cc1cn[nH]c1-c1ccc(OC)cc1F	-6%	0%	-11%	3%	-10%	2%	?	0	-4%
CC(C)COP(=O)(OCC(C)C)C(O)c1ccc(F)cc1 (stereo unspecified)	-18%	1%	-7%	-23%	-3%	2%	6%	-1	1%
CCOC(=O)c1oc2cc(OCC(=O)OC)ccc2c(=O)c1-c1ccc(OC)c(OC)c1	-9%	?	0%	-10%	-12%	-2%	30%[activator]	7&3	-1%

Record cards (already shown):
`O=C(NCC1CCCO1)C(=O)N/N=C/c1ccccc1C(=O)O` (stereo unspecified) across the screens: Pol eta inh: 11%; GRP78 ERSR act: -2%; POLK inh: -11%; Pol beta inh: 16%; Apoferritin bind: -12%; APEX1 inh: 0%; Pol iota inh: 42%[activator]; LDHA block: -11; BLM helicase inh: -5%
`O=C(N/C(=C\c1ccccc1)C(=O)N1CCOCC1)c1ccco1` across the screens: Pol eta inh: 1%; GRP78 ERSR act: 0%; POLK inh: 2%; Pol beta inh: 0%; Apoferritin bind: 6%; APEX1 inh: 87%; Pol iota inh: 72%[activator]; LDHA block: -8; BLM helicase inh: -1%

(list continues)
SMILES	Pol eta inh	GRP78 ERSR act	POLK inh	Pol beta inh	Apoferritin bind	APEX1 inh	Pol iota inh	LDHA block	BLM helicase inh
COc1cccc(-c2sc3ccc(OC)cc3c2-c2ccc(OC)cc2F)c1	-8%	0%	-9%	·	·	12%	8%	3	·
COc1cccc2c1OC1(C)CC2NC(=O)N1c1cccc(C(=O)Nc2ccc3c(c2)OCCO3)c1 (stereo unspecified)	-22%	-5%	-4%	31%	-10%	1%	?	2	-4%
Cc1ccc(S(=O)(=O)NC(=O)NCc2ccc(F)cc2)cc1	-3%	-1%	-1%	-8%	-6%	6%	88%[activator]	-1	2%
CCCCNc1ncnc2c1cnn2-c1ccccc1	-14%	-7%	-4%	18%	-7%	9%	-4%	-3	-3%
CCOc1ccc(NS(=O)(=O)c2ccc(C(=O)N(CC)CC(=O)NCc3cccs3)cc2)cc1	0%	2%	4%	11%	-8%	37%	3%	-9	1%
Cc1ccc(C(=O)/C=C/c2ccccc2[N+](=O)[O-])cc1	-9%	?	-11%	11%	?	5%	?	-3	-7%
COc1ccc(OCCOC(=O)c2[nH]c(C)c(C(C)=O)c2C)cc1	1%	-2%	-10%	9%	?	?	21%	-5	-10%
CCOc1ccc(C2C(C(N)=O)=C(C)Nc3nc(SCc4ccccc4)nn32)cc1 (stereo unspecified)	6%	2%	-8%	-6%	-5%	·	?	-22	-4%
O=C(Nc1csc([N+](=O)[O-])c1)Nc1ccccc1Cl	-19%	-7%	4%	-3%	-14%	2%	41%[activator]	-7	-4%
N#Cc1ccccc1S(=O)c1ccccc1C(=O)Nc1ccccc1 (stereo unspecified)	7%	-2%	-13%	-11%	-6%	-2%	?	-6	-4%
S=c1[nH]nc(-c2ccc(Cl)cc2)n1/N=C/c1ccco1	7%	-3%	-11%	-1%	-6%	-2%	8%	-9	-4%
COCCOC1CCN(C(=O)C2CCC(=O)N(CCc3ccccc3)C2)CC1 (stereo unspecified)	-13%	1%	-3%	1%	0%	-3%	-12%	-4	2%
COc1cc(C(=O)NCC(=O)NC(C)CCc2ccccc2)cc(OC)c1OC (stereo unspecified)	8%	-7%	-4%	-11%	-10%	50%	7%	-6	1%
O=C(CNc1n[nH]c(=O)[nH]c1=O)N/N=C/C1CC=CCC1 (stereo unspecified)	-4%	-7%	0%	1%	13%	-2%	?	-10	2%
CC(C)n1c(N2CCN(C(=O)c3cccs3)CC2)nc2ccccc21	6%	-3%	-2%	3%	-16%	-1%	8%	-7	-3%
COc1ccc(OCc2cc(-c3ccc(Cl)cc3)no2)cc1	7%	-1%	-6%	32%	1%	-2%	58%[activator]	-4	-1%
CCOc1ccc(C(=O)Nc2c3c(nn2-c2cccc(C)c2C)CS(=O)C3)cc1 (stereo unspecified)	-15%	1%	0%	24%	-6%	10%	30%[activator]	-4	0%
O=C(Nc1ccc(CN2CCOCC2)cc1)c1ccc(-c2cccc([N+](=O)[O-])c2)o1	-8%	-7%	-3%	13%	?	13%	21%	-1	4%
CC(=O)NC(CCS(C)(=O)=O)C(=O)Nc1cc(C)on1 (stereo unspecified)	-4%	-3%	9%	1%	2%	-3%	8%	2	4%
COc1ccc(NC(=O)CSC2=Nc3ccccc3C3=NC(CC(=O)NCc4ccc5c(c4)OCO5)C(=O)N23)cc1 (stereo unspecified)	?	-2%	-4%[60.1 µM]	-16%	-23%	·	-1%	3	-6%
CC(CCc1ccccc1)NC(=O)c1ccc(NC(=O)c2ccccc2)cc1 (stereo unspecified)	-3%	3%	-4%	-1%[57.1 µM]	-4%	-4%	14%	-1	0%
O=C(Nc1ccc(-c2nc3ccccc3[nH]2)cc1)c1ccc2c(c1)OCO2	9%	5%	3%	?	-11%	0%	?	-16	-6%
Cc1cc(NC(=O)CCCN2C(=O)c3cccc4cccc(c34)C2=O)no1	-17%	-2%	1%	-16%	-5%	-6%	28%	1	-2%
CC(C)N1C(=O)C(Cc2nc3ccccc3c(=O)n2-c2ccccc2)c2ccccc21 (stereo unspecified)	-11%	15%	-10%	15%	-16%	11%	3%	-7	-9%
COc1ccc(C(=O)NC(C)c2csc(C)n2)cc1OC1CCN(C(C)=O)CC1 (stereo unspecified)	-16%	-4%	-11%	15%	-1%	40%	32%[activator]	-11	1%
CCN(CC)CCCNC(=O)CSc1c2c(nc3cc(Cl)ccc13)CCCC2	-14%&-18%	-16%&-12%	-7%&-17%	-11%&2%	-13%&-4%	-3%	43%&7%[activator]	-9&-3	2%&0%
O=C(COC(=O)c1cc(S(=O)(=O)N2CCCC2)ccc1O)NCc1ccccc1	-7%	-5%	-9%	·	·	25%	7%	-2	·
Cc1cc(C)c(C)c(OCCCN(C)C)c1	-8%	-4%	-12%	7%	5%	0%	33%	-12	1%
FC(F)(F)c1ccc(N2CCN(c3ncnc4c3nnn4Cc3ccccc3)CC2)nc1	-17%	-4%	4%	7%	-7%	1%	19%	-4	-1%
